PGK inhibitor: qHTS Assay to Find Inhibitors of Phosphoglycerate Kinase; Potency, µM (top dose mostly 57.5 µM), without a hit: at the top dose activity change, negative = inhibition, hits mostly inhibitors; AID 602233, 2012; PGK/GAPDH coupled, Kinase-Glo luminescence, 60 min; 0.043% of 380,000 active; Phosphoglycerate kinase, glycosomal (Trypanosoma brucei brucei), P07378; further: potency means the concentration at half of the fitted maximal effect; on the % scale 0 is the no-effect control and ±100 the full control effect; nearly all actives have a fitted effect of over 60% in size
Target sequence (P07378 whole entry, looked up): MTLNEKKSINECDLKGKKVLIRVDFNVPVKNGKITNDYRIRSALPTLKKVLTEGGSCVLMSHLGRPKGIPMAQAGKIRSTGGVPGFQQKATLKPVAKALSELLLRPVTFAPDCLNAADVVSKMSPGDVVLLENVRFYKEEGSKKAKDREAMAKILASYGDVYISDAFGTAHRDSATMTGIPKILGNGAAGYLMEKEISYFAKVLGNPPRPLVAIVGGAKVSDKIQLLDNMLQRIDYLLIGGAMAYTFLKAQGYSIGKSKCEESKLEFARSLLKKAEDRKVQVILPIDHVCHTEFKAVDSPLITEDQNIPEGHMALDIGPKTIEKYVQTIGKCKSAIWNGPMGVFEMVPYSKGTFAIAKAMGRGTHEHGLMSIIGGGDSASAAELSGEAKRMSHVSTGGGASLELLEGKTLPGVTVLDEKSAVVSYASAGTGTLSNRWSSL
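Recombinant glycosomal PGK reaction used 1,3-bisphosphoglycerate generated in-well by GAPDH (100nM final) in 100mM TEA pH 7.6, 5mM MgCl2, 0.01% Tween-20. After 60 minutes at room temperature, ATP was read by Kinase-Glo Plus luminescence end-point.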
RXFP1 antag: qHTS Assay for Antagonists of the Relaxin Receptor RXFP1; AID 1259400, 2018; activity change, negative = inhibition, % at 57.5 µM; HEK293-RXFP1, relaxin-stimulated cAMP HTRF, 30 min; hits give low values; Relaxin receptor 1 (Homo sapiens), Q9HBX9; 0.59% of 350,000 active;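 active means activity change of -60% or lower, but not beyond a set lower limit; inconclusive means change between -60% and -40%, or beyond the set limit; inactive means change above -40%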; further: on the % scale 0 is the no-effect control and ±100 the full control effect
Pol beta inh: qHTS Assay for Inhibitors of DNA Polymerase Beta. P06746. Pol beta primer extension/strand displacement, fluorescence kinetic. Potency, µM (series often up to 114 µM), for inactives: at the highest dose activity change, negative = inhibition, usual class: inhibitors. 1.3% of 340,000 active. AID 485314, 2010; further: potency means the concentration at half of the fitted maximal effect; on the % scale 0 is the no-effect control and ±100 the full control effect
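Preincubation: enzyme (10 nM) with compound, 15 min, RT. Reaction: substrate added to 50 nM final. Reads: 0 and 10 min. Analysis: normalized, Hill fit.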
APE1 inh: qHTS Assay for Inhibitors of the Human Apurinic/apyrimidinic Endonuclease 1 (APE1). 0.35% of 350,000 active. DNA repair nuclease/redox regulator APEX1 (Homo sapiens), P27695. recombinant APE1, TAMRA/BHQ-2 abasic DNA cleavage fluorescence. Potency, µM (doses to about 65.8 µM), inactives show top-dose activity change, negative = inhibition, actives largely listed as inhibitors;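 further: potency means the concentration at half of the fitted maximal effect; plate controls were vehicle for no effect and reference inhibitor for full effect; nearly all actives have a fitted effect of over 55% in size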
Target sequence (P27695 whole entry, looked up): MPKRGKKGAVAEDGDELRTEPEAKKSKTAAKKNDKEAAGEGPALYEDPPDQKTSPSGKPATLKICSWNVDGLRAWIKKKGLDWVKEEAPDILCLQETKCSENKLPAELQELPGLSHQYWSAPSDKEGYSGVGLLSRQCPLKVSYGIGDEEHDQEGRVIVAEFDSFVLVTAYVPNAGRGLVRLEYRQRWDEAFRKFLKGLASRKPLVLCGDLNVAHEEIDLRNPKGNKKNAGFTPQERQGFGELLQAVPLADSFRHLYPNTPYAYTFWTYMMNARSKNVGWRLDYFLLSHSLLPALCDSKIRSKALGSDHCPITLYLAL
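Enzyme (0.75 nM final) and test compound are incubated 15 min at room temperature before adding 50 nM quenched THF abasic-site duplex. Cleavage dequenches TAMRA, followed at 525/598 nm over three reads one minute apart.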
BLM inh: qHTS Assay for Inhibitors of Bloom's syndrome helicase (BLM); 0.2% of 350,000 active; AID 2528, 2010; RecQ-like DNA helicase BLM (Homo sapiens), P54132; Potency, µM (top dose mostly 56.1 µM), for inactives: at the highest dose activity change, negative = inhibition, usual class: inhibitors; recombinant BLM DNA unwinding, fluorescence dequenching;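 further: potency means the concentration at half of the fitted maximal effect; plate controls were vehicle for no effect and no enzyme for full effect; nearly all actives have a fitted effect of over 35% in size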
Pol eta inh: qHTS for Inhibitors of Polymerase Eta; DNA polymerase eta (Homo sapiens), Q9Y253; recombinant Pol eta, fluorescent DNA replication assay; Potency, µM (doses to about 114 µM), inactives show at the highest dose activity change, negative = inhibition, hits mostly inhibitors; 1.2% of 390,000 active; further: potency means the concentration at half of the fitted maximal effect; on the % scale 0 is the no-effect control and ±100 the full control effect
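Pol eta at 10 nM preincubated with compounds 15 min at room temperature; reaction started with fluorescent substrate (50 nM final) and read kinetically at 0 and 10 min.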
POLK inh: qHTS for Inhibitors of Polymerase Kappa; DNA polymerase kappa (Homo sapiens), Q9UBT6; purified Pol kappa, fluorescent DNA synthesis assay, 10 min; Potency, µM (series often up to 107 µM), without a hit: top-dose activity, negative = inhibition, hits mostly inhibitors; 0.53% of 400,000 active; AID 588579, 2011; further: potency means the concentration at half of the fitted maximal effect; on the % scale 0 is the no-effect control and ±100 the full control effect
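Fluorescent qHTS in 1536-well format: enzyme (10 nM) and compound sat 15 min at room temperature before 50 nM substrate (final) was added. Signal taken at 0 and 10 min; no-enzyme buffer wells were negative controls.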
POLI inh: qHTS for Inhibitors of Polymerase Iota; Pol iota fluorescent replication assay, 10 min; 1% of 390,000 active; Potency, µM (titrated, usually from 115 µM), for the others: top-dose activity, negative = inhibition, hits mostly inhibitors; further: potency means the concentration at half of the fitted maximal effect
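Fluorescent replication assay read twice, at 0 min and 10 min after adding 50 nM (final) substrate. Enzyme (10 nM) and compounds were first incubated 15 min at room temperature; enzyme-free buffer wells were negative controls.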
Apoferritin bind: qHTS Assay for Identification of Novel General Anesthetics; Ferritin light chain (Equus caballus), P02791; 0.074% of 350,000 active; apoferritin/1-aminoanthracene competitive binding, fluorescence; Potency, µM (top dose mostly 77.5 µM), inactives show at the top dose activity change, negative = displacement, most hits filed as inhibitors; AID 485281, 2010; further: potency means the concentration at half of the fitted maximal effect; on the % scale 0 is the no-effect control and ±100 the full control effect; nearly all actives have a fitted effect of over 20% in size
Target sequence (P02791 2-175 limits assumed): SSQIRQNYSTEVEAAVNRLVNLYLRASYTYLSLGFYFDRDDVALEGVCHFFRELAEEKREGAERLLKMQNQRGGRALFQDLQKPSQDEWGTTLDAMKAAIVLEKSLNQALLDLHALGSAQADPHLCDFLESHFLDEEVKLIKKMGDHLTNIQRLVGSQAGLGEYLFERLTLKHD
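Apoferritin-based anesthetic binding model; compound displacement of fluorescent 1-AMA measured as endpoint fluorescence after 10 minutes at room temperature, scaled to free-ligand and complex controls.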
* hit, by the source's call; i = inactive; u = inconclusive; x = no result given; [ ] = dose if it differs, or a comment. Unless noted, the call rests on the fitted dose curve; in most records, active means well fitted curve in the direction sought with a large enough effect; inconclusive means small, poorly fitted or top-dose-only effect, or another doubt; inactive means no such curve, though single readings can be large; an effect the other way counts as inactive or inconclusive. Only part of the results is shown (hit frequency here may not be typical).

SMILES	PGK inhibitor	RXFP1 antag	Pol beta inh	APE1 inh	BLM inh	Pol eta inh	POLK inh	POLI inh	Apoferritin bind
COc1ccc(NC(=O)c2cccc(Cl)c2)c[n+]1[O-]	0%	-5	17%	15%	-4%	-8%	3%	154%[activator]	-4%
O=C(Nc1ccc2c(c1)N(C1CCCC1)C(=O)c1ccccc1S2)c1ccc(F)cc1	-8%	-14	-1%	x	-7%	0%	-12%[60.1 µM]	-16%	-2%
C/C(=N\NC(=O)c1cc(-c2ccc(C)s2)nc2ccccc12)c1cccnc1	i	-5	-23%	-17%	-2%	-9%	-2%	22%	363%[activator]
CC(=O)c1cccc(N(C(=O)c2ccco2)C(C(=O)NC2CCCC2)c2ccncc2)c1 (stereo not drawn)	i	-4	1%	4%	-3%	-3%	-1%	-5%	-12%
Cc1cc(C)c2c(n1)nn1c(C)c(CCC(=O)Nc3ccc(C)c(Cl)c3)c(C)nc21	x	6	-1%	x	-5%	x	-12%	-13%	3%
Cc1nn(C2CCS(=O)(=O)C2)c(Cl)c1/C=C/C(=O)OCC(N)=O (stereo not drawn)	-4%	11	86%	-1%	1%	-15%	-4%	-24%	-6%
COc1cc([N+](=O)[O-])ccc1NC(=O)CN1CCCC1	1%	7	3%	3%	-2%	-5%	-1%	129%[activator]	-10%
CS(=O)(=O)N1c2cccc3cccc(c23)S1(=O)=O	i	-8	13%	17%	-1%	-13%	7%	14%	-7%
COc1ccc(C(=O)CCC(=O)Nc2cccnc2)cc1OC	-1%	1	-2%	71%[activator]	2%	-17%	-6%	52%[activator]	2%
COc1ccccc1NCc1nnc(-c2ccccc2)o1	-9%	-3	40%	4%	1%	-16%	-7%	10%	2%

Additional structures follow.
SMILES	PGK inhibitor	RXFP1 antag	Pol beta inh	APE1 inh	BLM inh	Pol eta inh	POLK inh	POLI inh	Apoferritin bind
COC(=O)c1cc(Sc2cccc(Cl)c2Cl)ccn1	3%	8	14%	3%	-3%	-27%	-7%	-22%	u
O=[N+]([O-])c1cccc(-c2nnc(-c3ccccc3)o2)c1	-2%	-4	0%	1%	0%	-10%	1%	27%	-6%
O=c1n(Cc2ccc(F)cc2Cl)c2ccccc2c2nc(-c3ccccc3)nn12	i	5	28%	x	1%	-11%	-4%[60.1 µM]	6%	-9%
O=C(Nc1ccc(S(=O)(=O)Nc2nccs2)cc1)c1cc(-c2ccccc2)nc2ccccc12	-8%	-8	-5%	8%	-5%	89µM*	-18%	66%[activator]	4%
CCc1ccc(C(=O)COC(=O)C(Cc2c[nH]c3ccccc23)NC(=O)c2ccc(Br)cc2)cc1 (stereo not drawn)	-6%	x	-2%	x	-4%	-18%	5%	-3%	17%
Cc1sc2nc3ccc(NCc4ccco4)nn3c(=O)c2c1C	-4%	3	u	1%	-11%	u	-36%	u	752%[activator]
O=C(NCc1cccnc1)c1ccccc1NS(=O)(=O)c1ccccc1	0%	-7	5%	-12%	0%	-11%	-18%	10%	-6%
CC(=O)NC(C)c1nc2ccccc2n1C(C)C (stereo not drawn)	0%	-9	27%	u	-2%	-4%	0%	-5%	-6%
CC(Sc1nnc(C2CC2)n1C1CC1)C(=O)c1ccc(F)cc1 (stereo not drawn)	-6%	0	x	36%	x	-20%	-14%	16%	x
CCOC(=O)C1=C(O)c2ccccc2C(=O)/C1=C\c1ccc(CC)cc1	i	-3	-19%	-4%	-14%	u	-19%	u	u

Other entries
SMILES	PGK inhibitor	RXFP1 antag	Pol beta inh	APE1 inh	BLM inh	Pol eta inh	POLK inh	POLI inh	Apoferritin bind
O=C(NN=C1CCCC1)c1ccc(Cl)cc1	x	6	6%	4%	-11%	-11%	8%	4%	-11%
CN(C)S(=O)(=O)c1cccc(NC(=S)Nc2cccc3cnccc23)c1	0%	-71*	1%	-5%	13µM*	-17%	-20%	2.8µM*	3%
Cc1ccccc1N1C(=O)C(Cc2ccc(F)cc2)S/C1=C(\C#N)C(N)=O (stereo not drawn)	6%	-10	18%	u	-3%	-8%	-4%	28%	-9%
CCc1ccc(OCC(=O)NCc2nc(-c3cccc(C)c3)no2)c(Br)c1	-5%	-22	-13%	x	-6%	-20%	-22%	-8%	53%[activator]
CCOC(=O)CN(C(=O)CSc1nnc(-c2ccncc2)n1CCCN(C)C)c1ccccc1	-3%	-9	-18%	0%	4%	-11%	5%	9%	-11%
O=C(NN=Cc1ccc(Cl)cc1Cl)C1CC1	-1%	-14	x	x	x	-13%	-11%	22%	x
O=C(COC(=O)c1ccc2ccccc2c1O)Nc1ccccc1	-3%	-2	x	-7%	x	9%	-13%	18%	x
O=C(CN1C(=O)NC(Cc2c[nH]c3ccccc23)C1=O)Nc1ccc(F)cc1F (stereo not drawn)	0%	-5	x	4%	x	-2%	-12%	76%[activator]	x
CS(=O)(=O)C1=C(O)C(=O)N(c2ccccc2)C1c1ccccc1 (stereo not drawn)	-1%	-11	-30%	-1%	1%	-1%	-11%	-8%	2%
CCOc1ccc(NC(=O)c2ccc3nccnc3c2)cc1	1%	3	1%	1%	-1%	-4%	-16%	53%[activator]	-8%

(list continues)
SMILES	PGK inhibitor	RXFP1 antag	Pol beta inh	APE1 inh	BLM inh	Pol eta inh	POLK inh	POLI inh	Apoferritin bind
COc1cc2c(cc1OC)C(Cc1cc(OC)c(OC)cc1[N+](=O)[O-])=NCC2	15%	-6	x	x	x	u	-14%	68%[activator]	x
CCOc1ccc2ccccc2c1C(=O)NCC(c1ccc(N(C)C)cc1)N(C)C (stereo not drawn)	-6%	-28	0%	20%	4%	-19%	-4%	33%	-7%
Clc1ccc(-c2ccc(-c3nn4c(-c5ccco5)nnc4s3)o2)cc1	-11%	4	x	x	x	79µM*	-22%	u	x
COc1ccc(OC)c2[nH]c(=O)c(CCNC(=S)NC(C)(C)C)cc12	i	11	0%	-1%	2%	-15%	4%	-7%	-10%
COC(=O)c1ccccc1NC(NC(=O)c1ccco1)C(=O)c1ccc(C)cc1 (stereo not drawn)	i	-20	-1%	6%	-1%	-11%	-12%	-2%	-14%
Cc1cc(C(=O)N2CCc3ccccc3C2)no1	-1%	1	8%	33%[activator]	0%	-12%	-13%	11%	-9%
Cc1ccc(Cl)c(NC(=O)COC(=O)c2cc[n+]([O-])cc2)c1Cl	-1%	7	x	12%	x	-12%	-14%	-9%	x
CCn1c(CCNC(=O)c2ccc(Cl)cc2)nnc1SCC(=O)NC1CCCC1	-10%	-21	11%	1%	-1%	-11%	-3%	17%	8%
Cc1c(Cl)cccc1NC(=O)CNC(=O)c1cn(-c2ccccc2)nc1-c1cccnc1	-8%	-12	x	2%	x	-7%	-13%	19%	x
CCC(=O)c1ccc(OCC(O)Cn2cnc3ccccc32)cc1 (stereo not drawn)	3%	-15	26%	15%	5%	-14%	-9%	-8%	-18%

Additional records:
SMILES	PGK inhibitor	RXFP1 antag	Pol beta inh	APE1 inh	BLM inh	Pol eta inh	POLK inh	POLI inh	Apoferritin bind
COc1ccc(Cl)cc1C(=O)NNC(=O)CSc1nnnn1C	-5%	-2	-10%	-2%	2%	-4%	2%	29%	-2%
CCCC(=O)OC1CCS(=O)(=O)c2sccc21 (stereo not drawn)	i	-4	-2%	3%	-2%	-10%	12%	22%	-3%
COC(=O)C1=C(C)N(c2ccc(F)cc2)/C(=C/c2ccc(O)cc2)C1=O	9%	-3	-19%	-6%	-3%	-3%	0%	98%[activator]	-7%
COC(=O)C1C(c2ccc(OC)cc2)Nc2nnc(C(F)(F)F)n2C1(C)O (stereo not drawn)	3%	-8	25%	-1%	-1%	-21%	5%	180%[activator]	-8%
COc1ccccc1NC(=O)CSc1nc(-c2ccccc2F)nc2cc(=O)[nH]n12	-5%	x	u	x	-3%	-15%	-2%	u	7%
COc1ccc2cc(S(=O)(=O)Nc3ccccn3)ccc2c1	-6%	-16	25%	22%	-2%	-15%	-8%	8%	1%
CCC(=O)Nc1ccc(C(=O)CSc2nnc(-c3ccc(NS(=O)(=O)CC)cc3)o2)cc1OC	-6%	-8	u	2%	-7%	-9%	-10%	0%	-4%
Cc1ccc(CN2CCc3c(OCc4ccc(F)cc4)cccc3C2=O)cc1	-1%	-2	7%	5%	-20%	-12%	-3%	-5%	76%[activator]
COc1ccc(OC)c(/C=C/c2nc3ccccc3[nH]c2=O)c1	-4%	14	15%	4%	0%	-17%	-5%	46%[activator]	6%
Cc1cc(NC(=O)C2CC=CCC2C(=O)O)ccc1NC(=O)c1ccccc1 (stereo not drawn)	-12%	1	24%	3%	-6%	-2%	-1%	63%[activator]	u
CN(C)CC(O)c1ccc(C=Cc2ccc(Cl)cc2)cc1 (stereo not drawn)	-8%	-5	x	x	x	-24%	0%	4%	x
CC(=O)c1c(C)oc2c1C(=O)c1ccccc1C2=O	-6%	x	-4%	-2%	1%	-10%	8%	-3%	1%
O=C(CCc1nc(-c2ccccc2F)no1)Nc1cccc(C(F)(F)F)c1	8%	-19	2%	x	-7%	-25%	0%	-8%	-7%

For convenience, part of the list above:
SMILES	PGK inhibitor	RXFP1 antag	Pol beta inh	APE1 inh	BLM inh	Pol eta inh	POLK inh	POLI inh	Apoferritin bind
CCCC(=O)OC1CCS(=O)(=O)c2sccc21 (stereo not drawn)	i	-4	-2%	3%	-2%	-10%	12%	22%	-3%
COC(=O)C1=C(C)N(c2ccc(F)cc2)/C(=C/c2ccc(O)cc2)C1=O	9%	-3	-19%	-6%	-3%	-3%	0%	98%[activator]	-7%
COC(=O)C1C(c2ccc(OC)cc2)Nc2nnc(C(F)(F)F)n2C1(C)O (stereo not drawn)	3%	-8	25%	-1%	-1%	-21%	5%	180%[activator]	-8%
COc1ccccc1NC(=O)CSc1nc(-c2ccccc2F)nc2cc(=O)[nH]n12	-5%	x	u	x	-3%	-15%	-2%	u	7%
